p-CIP stab down – lowers stability of the mouse p/CIP coactivator protein. Q05BA5. decrease of EGFP signal, % at 10 µM. F442A p/CIP-EGFP cells, EGFP fluorescence, 16 h. 290,000 tested, 0.01% active. AID 1984;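 active = EGFP signal decrease of at least 30% at 10 µM or well 3 SD below plate mean, unless failing retest; inactive = the rest, including hits failing retest or dose response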; note: some compounds called inactive have numbers as strong as hits; many of its hits are not listed in these tables
Target sequence (Q05BA5 1-1403): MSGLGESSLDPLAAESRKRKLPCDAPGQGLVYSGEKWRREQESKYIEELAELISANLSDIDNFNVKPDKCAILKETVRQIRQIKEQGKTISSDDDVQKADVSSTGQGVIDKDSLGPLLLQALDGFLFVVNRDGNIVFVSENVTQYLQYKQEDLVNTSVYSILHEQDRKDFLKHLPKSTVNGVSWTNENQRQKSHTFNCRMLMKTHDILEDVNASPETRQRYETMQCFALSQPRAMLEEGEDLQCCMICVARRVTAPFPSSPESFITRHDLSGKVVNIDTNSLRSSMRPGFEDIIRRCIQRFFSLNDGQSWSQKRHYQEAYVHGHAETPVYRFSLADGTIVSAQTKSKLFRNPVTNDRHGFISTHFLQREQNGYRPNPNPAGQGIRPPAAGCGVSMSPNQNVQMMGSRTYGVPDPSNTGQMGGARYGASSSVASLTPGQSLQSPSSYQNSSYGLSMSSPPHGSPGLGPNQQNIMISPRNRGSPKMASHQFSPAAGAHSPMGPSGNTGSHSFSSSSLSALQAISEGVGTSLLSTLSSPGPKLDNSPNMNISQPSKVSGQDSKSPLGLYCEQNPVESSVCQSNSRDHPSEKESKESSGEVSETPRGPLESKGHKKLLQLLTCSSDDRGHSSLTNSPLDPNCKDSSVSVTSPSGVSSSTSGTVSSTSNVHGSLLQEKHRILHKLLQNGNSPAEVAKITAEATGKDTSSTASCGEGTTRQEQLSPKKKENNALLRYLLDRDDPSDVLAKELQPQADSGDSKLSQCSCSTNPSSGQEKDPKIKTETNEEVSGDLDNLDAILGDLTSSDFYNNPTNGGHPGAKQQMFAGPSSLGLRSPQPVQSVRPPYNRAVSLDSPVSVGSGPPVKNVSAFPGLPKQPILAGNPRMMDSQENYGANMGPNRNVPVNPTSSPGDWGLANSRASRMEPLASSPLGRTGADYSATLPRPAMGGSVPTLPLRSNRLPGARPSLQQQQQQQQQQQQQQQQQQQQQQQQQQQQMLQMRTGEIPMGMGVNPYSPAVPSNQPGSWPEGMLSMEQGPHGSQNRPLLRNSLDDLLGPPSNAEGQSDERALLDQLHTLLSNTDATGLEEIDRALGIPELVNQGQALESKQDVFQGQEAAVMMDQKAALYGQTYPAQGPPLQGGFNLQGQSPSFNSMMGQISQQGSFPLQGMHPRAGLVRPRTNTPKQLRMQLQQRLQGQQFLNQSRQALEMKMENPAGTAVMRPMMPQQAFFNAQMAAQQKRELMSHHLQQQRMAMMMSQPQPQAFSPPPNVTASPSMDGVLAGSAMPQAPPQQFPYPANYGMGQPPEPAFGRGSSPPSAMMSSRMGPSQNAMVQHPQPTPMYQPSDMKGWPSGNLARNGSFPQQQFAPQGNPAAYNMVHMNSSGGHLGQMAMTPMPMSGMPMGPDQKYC
PfM18AAP inh – PfM18AAP enzyme inhibition. recombinant PfM18AAP, H-Glu-NHMec fluorogenic cleavage. inhibition, % at 7.35 µM. 290,000 tested, 1.2% active. AID 1822;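 active = inhibition above the campaign mean inhibition over all tested compounds plus 3 SD, cut at about 28% in these data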;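 note: 0% = plate median of test compound wells and 100% = 2 mM ZnCl2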
SUMO HTRF inh – blocks human SUMOylation mediated by UBC9. P63279. HTRF SUMOylation assay, SAE1/SAE2 + UBC9, in vitro. inhibition, % at 35 µM. 290,000 tested, 0.36% active. AID 2006; in the data active = inhibition above about 50%, passing the limit was not always enough; note: strong numbers were not always called active
VIM-2 inh – inhibitors of Pseudomonas aeruginosa VIM-2 metallo-beta-lactamase; purified VIM-2, nitrocefin hydrolysis, epi-absorbance fluorescence; inhibition, % at 5.6 µM; 290,000 tested, 0.89% active; AID 1527;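 active = inhibition above the mean of all tested compounds plus 3 SD, cutoff set per screening run, cut at about 7.5% in these data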;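 note: red hydrolysis product quenches plate fluorescence so inhibitors raise well fluorescence; 0% = enzyme with DMSO and 100% = DMSO without enzyme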
IDE inh – inhibits human insulin-degrading enzyme in HEK cells; FAbetaB cleavage, fluorescence polarization; 320,000 tested, 0.41% active; inhibition, % at 5.59 µM;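 active = percent inhibition above the average of all tested compounds plus 3 SD, set per screening campaign, cut at about 16% in these data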;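 note: IDE supplied by intact live HEK cells; FP after avidin binding of uncleaved biotin substrate so inhibition keeps polarization high; 0% = DMSO wells and 100% = 60 µM reference IDE inhibitor Ii1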
FID counter – fluorescent intercalator displacement, NS3 helicase counter-screen | DNA fluorescent intercalator displacement, fluorescence | inhibition, % at 7.9 µM | 290,000 tested, 0.17% active | AID 1845; in the data active = inhibition above about 37%;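 note: 0% = vehicle and 100% = reference compound; higher means more ethidium bromide displaced from hairpin DNA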
IDE cell activ – activators of human insulin-degrading enzyme in cells; HEK cells, FAbeta-B cleavage, fluorescence polarization; 0% vehicle, 100% cell-free pure enzyme wells; activation, % at 5.96 µM; 340,000 tested, 0.073% active;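 active = activation above the mean of all tested compounds plus 3 SD, set per screening campaign, cut at about 17% in these data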
HCV NS3 hel inh – inhibitors of Hepatitis C virus NS3 helicase. NS3 helicase DNA unwinding, Cy5 molecular beacon fluorescence. inhibition, % at 10.9 µM. 290,000 tested, 0.56% active. AID 1800;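 active = inhibition above the mean of all tested compounds plus 3 SD, set per campaign, cut at about 35% in these data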;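 note: 0% = DMSO wells and 100% = thioflavine S control wells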
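System: Hepatitis C virus NS3 helicase domain fragment enzyme | Reagent: Annealed dual-labelled DNA beacon duplex, ATP-started | Compound dosing: 10.9 µM single point, 0.8% DMSO | Incubation: 1 h reaction at 25 °C, ATP-initiated | Technique: Cy5 fluorescence | Evaluation: Percent inhibition from t60/t0 fluorescence ratio | Benchmarks: Low DMSO, high thioflavine S at 110 µM | Replication: Singlicate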
IMP-1 inhibitor – blocks Pseudomonas aeruginosa IMP-1 metallo-beta-lactamase; purified IMP-1, nitrocefin hydrolysis, epi-absorbance fluorescence; inhibition, % at 5.6 µM; 290,000 tested, 0.45% active;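 active = inhibition above the mean plus 3 SD of all compounds in the same screening run, cut at about 4.5% in these data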;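 note: 0% = IMP-1 with DMSO and 100% = DMSO wells lacking enzyme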
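System – purified recombinant IMP-1 beta-lactamase · Input – IMP-1 dispensed at 0.2 nM · Timing – 15 min preincubation plus 25 min reaction at 25 °C · Signal – Epi-absorbance fluorescence, 480 nm excitation, 530 nm emission · Measure – percent IMP-1 inhibition derived from blank-referenced optical density · Controls – Enzyme-plus-DMSO low control, enzyme-free DMSO high control · Replication – singlicate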
Active calls of the source: *; · = not tested or not shown.

The first three compounds, to show the layout:
SMILES	p-CIP stab down	PfM18AAP inh	SUMO HTRF inh	VIM-2 inh	IDE inh	FID counter	IDE cell activ	HCV NS3 hel inh	IMP-1 inhibitor
O=C(NCCNc1ccc([N+](=O)[O-])cc1C(F)(F)F)c1ccccc1F	-8	-1	-4	-0.7	-1	4	5	-2	-2.5
O=C(C1CCN(S(=O)(=O)c2cnc[nH]2)CC1)N1CCN(c2ncccn2)CC1	-13	-7	8	-0.7	11	3	-12	2	-1.3
CC(=O)c1cccc(NC(=O)CC2S/C(=N/N=C3CCCCCC3)NC2=O)c1 (stereo unspecified)	-4	11	-1	-5.0	-3	-38	5	1	-3.4

The whole of this part, repeating the preview:
SMILES	p-CIP stab down	PfM18AAP inh	SUMO HTRF inh	VIM-2 inh	IDE inh	FID counter	IDE cell activ	HCV NS3 hel inh	IMP-1 inhibitor
O=C(NCCNc1ccc([N+](=O)[O-])cc1C(F)(F)F)c1ccccc1F	-8	-1	-4	-0.7	-1	4	5	-2	-2.5
O=C(C1CCN(S(=O)(=O)c2cnc[nH]2)CC1)N1CCN(c2ncccn2)CC1	-13	-7	8	-0.7	11	3	-12	2	-1.3
CC(=O)c1cccc(NC(=O)CC2S/C(=N/N=C3CCCCCC3)NC2=O)c1 (stereo unspecified)	-4	11	-1	-5.0	-3	-38	5	1	-3.4
O=c1c(/C=N/O)coc2ccc3ccccc3c12	2	-73	13	0.2	-1	-3	-6	-9	-0.6
CCn1c(N2CCN(CC(=O)Nc3cccc(C)c3C)CC2)nc2ccccc21	0	-14	14	0.1	0	-24	3	-3	-1.2
CNS(=O)(=O)c1ccc2c3c(cccc13)C(=O)N2C	2	0	48	-0.2	4	-8	2	-7	-2.1
COCCCNC(=O)CSc1nc2c(sc(=S)n2-c2cc(Cl)ccc2OC)c(=O)[nH]1	-8	-5	17	0.3	2	-29	-2	17	-1.4
COc1ccc(CCNC(=O)CN(CCc2ccccc2)S(C)(=O)=O)cc1	1	-11	-2	-2.0	0	-24	6	-1	-3.4
Cc1ccc(COC(=O)CCc2nc3ccccc3c(=O)[nH]2)cc1	9	-5	-10	-2.1	-1	-23	3	7	-3.1
Cc1nc(N2CCN(c3ccccn3)CC2)c2c(C)c(C(=O)Nc3ccc(Br)cc3C)sc2n1	-14	5	5	-5.6	5	-34	-5	-2	-5.3
O=c1cc(N2CCc3ccccc3C2)[nH]c(=O)n1-c1ccccc1Cl	-3	-8	19	-0.5	3	-9	6	2	-1.9
CCN(CC)C(=O)Nc1c(C)n(C)n(-c2ccccc2)c1=O	-1	-8	17	-1.0	1	-3	1	-14	-3.3
O=C(NCc1cccnc1)C1c2ccccc2C(=O)N1Cc1ccco1 (stereo unspecified)	5	1	3	-0.3	1	0	10	4	4.6*
Cc1occc1C(=O)NC1CCCN(Cc2ccc(CC(C)C)cc2)C1 (stereo unspecified)	-17	-4	1	-1.0	1	10	-2	-30	-3.3
O=C(O)c1cc(S(=O)(=O)Nc2cccc3ccccc23)c(Cl)cc1Cl	-8	-10	14	-1.5	1	-14	0	1	-1.8
COc1ccc(C(=O)Nc2ccc(S(=O)(=O)Nc3nccnc3OC)cc2)cc1OC	-5	-1	24	0.0	3	-10	2	3	-0.8
Cc1ccc(-n2ncc(C(=O)NCc3ccc4c(c3)OCO4)c2NC(=O)c2ccco2)cc1C	-7	10	16	-3.1	0	-42	3	18	-1.6
NC(=O)NC(CC(=O)Nc1cccnc1)c1cccc(Br)c1 (stereo unspecified)	1	5	4	-3.7	4	-8	2	16	-2.3
COc1ccc(-n2nc(C(=O)NCC(=O)N3CCC(C)CC3)c3ccccc3c2=O)cc1Cl	4	9	-4	1.1	2	-28	0	2	1.9
CCO[C@@H]1OC(C(=O)O)=C[C@H](c2coc3ccccc3c2=O)[C@H]1CCCO	11	-2	0	-2.5	-4	-13	4	6	-2.6
C=CCOn1c(=O)c(=O)n(OCc2ccccc2)c2ccccc21	5	6	11	-3.1	-5	-16	0	3	-2.3
Cc1c(C(=O)O)[nH]c2c1C(=O)CC(c1ccccc1)C2 (stereo unspecified)	-6	-14	8	1.5	-1	-3	1	-1	-0.7
CCN(Cc1cnn(C)c1)C(=O)c1ccc2nc(Cc3cccc(Cl)c3)oc2c1	-3	3	3	-1.5	-2	-61	-1	-9	-0.9
O=C(Nc1ccc([N+](=O)[O-])cc1)C(=O)Nc1cccc(C(=O)O)c1	4	-8	18	-1.1	0	-3	0	0	-2.6
O=C(NC1CCNCC1)C1CCCCC1	3	-1	-9	-1.4	2	-1	2	-3	-2.2
COCCCn1c(SCc2cc(=O)[nH]c3ccccc23)nnc1-c1ccco1	-3	-12	20	-2.8	6	-15	-3	1	-6.0
Cc1ccc2nc(NC(=O)c3ccc4ncsc4c3)sc2c1	-5	2	26	-4.5	-2	-3	-1	0	-1.6
C=CCN(C(=O)c1csnn1)C(C(=O)NC1CCCC1)c1ccccc1F (stereo unspecified)	-2	-6	-2	-0.2	-2	-17	6	1	-0.8
CSc1cccc(NC(=O)C(=O)NCc2ccccc2)c1	0	-3	1	-1.4	-3	-2	·	-2	-2.2
O=[N+]([O-])c1cccc(S(=O)(=O)Nc2ccc(S(=O)(=O)NCC3CCCO3)cc2)c1 (stereo unspecified)	2	-1	4	-0.8	-2	-4	-4	2	-2.5
CC1CCN(C(=S)NC(=O)c2ccccc2)CC1	1	26	6	-2.9	-2	-4	4	-3	-2.5
Cc1ccc2cccc(Oc3ccc([N+](=O)[O-])cc3[N+](=O)[O-])c2n1	5	-2	0	-4.9	0	-1	-3	4	-4.2
COc1cccc(C2NC(=O)c3ccccc3O2)c1OCc1ccccc1F (stereo unspecified)	-14	4	5	-3.6	2	1	1	3	-1.1
c1ccc(-c2csc(-n3cccn3)n2)cc1	6	-2	20	-4.9	11	1	10	-2	-4.4
O=C(Oc1ccnc2cc(Cl)ccc12)N1CCCCCC1	-13	-7	11	-0.8	5	-26	-8	4	-2.1
Cc1cc(OCc2cc(C(=O)N3CCCCCC3)no2)cc(C)c1Cl	-9	-10	24	-3.6	2	-37	-3	7	-0.9
CC(=O)Nc1ccc2c(c1)ncn2C	-11	5	13	-2.6	-1	-2	-6	4	-0.9
O=C(CSc1ccc(-c2cccnc2)nn1)Nc1ccccc1	-4	2	5	-0.7	-1	-11	6	3	-1.1
O=S(=O)(c1ccccc1)N1N=C(c2ccccc2)CC1c1ccccc1 (stereo unspecified)	-6	-1	-3	-1.7	11	1	3	-7	-3.3
CCOC(=O)N1CCC(N(CCN(C)C)C(=S)Nc2cc(C)cc(C)c2)CC1	0	3	-4	-2.0	4	8	9	-2	-2.8
CCc1ccc(-c2cc(C(=O)NN3CCOCC3)c3ccccc3n2)cc1	-2	-2	3	-3.0	4	-16	2	-4	-2.7
COc1ccc(-c2cc(C)no2)cc1S(=O)(=O)N(C)c1cccc(C)c1	4	-3	-6	1.7	-3	-30	0	0	0.9
CCOc1cc(/C=C2\N=C(SC(C)C(N)=O)N(c3ccc(OC(F)F)cc3)C2=O)ccc1O (stereo unspecified)	5	13	-7	4.5	108*	-10	-100	-21	0.8
CCNC(=O)c1ccc(CSc2ccc(Cl)cc2)cc1	-9	9	19	-0.3	1	-15	-3	-6	4.0
Cc1ccc(NC(=S)NC(=O)/C=C/c2ccco2)c(O)c1	9	15	13	-4.5	-2	-5	7	14	-3.2
CC(C)S(=O)(=O)CC(=O)c1ccc(Cl)cc1	10	2	1	-2.5	3	-12	5	-13	0.2
Cc1c(C(=O)NCc2ccc3c(c2)cc(C)n3C)cccc1[N+](=O)[O-]	0	-4	0	-1.2	0	-9	-4	-20	-2.0
CC1CCN(CC(=O)N2c3ccccc3CCc3ccccc32)CC1	3	-13	0	-0.1	1	2	4	0	-0.8
Cn1c(=O)oc2cc(S(=O)(=O)NCc3ccccn3)ccc21	-10	-5	-10	0.3	1	2	5	-3	-3.0
C/C(Cn1cnc([N+](=O)[O-])n1)=N\NC(=O)c1ccc(Br)cc1	-10	2	16	-1.9	1	0	2	-1	-4.5

Additional records.
SMILES	p-CIP stab down	PfM18AAP inh	SUMO HTRF inh	VIM-2 inh	IDE inh	FID counter	IDE cell activ	HCV NS3 hel inh	IMP-1 inhibitor
O=C(O)c1ccc2c(c1)C(=O)N(c1cccc(C(=O)/C=C/c3ccccc3)c1)C2=O	-5	17	16	-1.5	-2	3	5	4	0.5
C=CCn1c(O)c(N=NC(=S)Nc2cccc(OC)c2)c2ccccc21	-6	1	-10	-3.7	19*	-7	-6	-6	-3.7
COc1ccc(CCNC(=O)CC(C)S(=O)(=O)c2ccc3c(c2)NC(=O)CO3)cc1OC (stereo unspecified)	-3	0	8	-2.6	6	-41	0	27	-2.8
CCC(CC)NC(=O)c1cccc(Oc2ccccc2)c1	-2	-7	10	0.0	11	-12	0	-1	0.3
N/C(=N\OC(=O)CCN1C(=O)c2ccccc2C1=O)c1ccccn1	-1	-1	2	0.0	-1	-4	-2	4	-1.2
Cc1nnc(SCC(=O)N2CCOCC2)n1C	-14	-2	19	-0.2	2	1	8	1	-3.3
COc1ccc(Cc2nc(C(=O)Nc3ccc(OC)cc3)cs2)cc1	3	-6	0	-0.7	4	-20	1	-2	-1.4
C#CC[N+](C)(C)CCCCCCCCCCCC	-14	-6	14	-3.5	5	17	1	-42	-3.1
C=C1N(c2ccc(Cl)cc2)C(=O)OC1(C)C	-11	-11	36	-1.7	-3	-2	0	-8	0.3
CCc1cccc2c(C(=O)COC(=O)/C=C/c3ccccc3OC)c[nH]c12	5	-5	-15	-3.1	8	5	5	3	-1.0
COc1cccc(OCC(=O)NNC(=O)c2ccc3ccccc3c2O)c1	-3	37*	-17	-2.6	·	-3	2	11	-6.3
CC(Sc1nc(N)cc(=O)[nH]1)C(=O)NC1CCCCC1 (stereo unspecified)	5	-3	6	0.9	0	-5	-2	2	-1.8
CCOC(=O)C1=C(c2ccccc2)NC(=S)NC1c1cccc([N+](=O)[O-])c1 (stereo unspecified)	-2	3	12	-3.4	-2	-4	-3	-4	-1.7
Nc1ccc(N2CCN(c3ccccc3)CC2)c(F)c1	4	7	8	-1.2	2	-2	-2	-8	-2.5
Cc1cc(Br)ccc1NC(=O)CCN1C(=O)c2ccncc2C1=O	-1	-2	5	-2.8	4	6	4	0	-4.5
CC(=O)Nc1ccc(NC(=O)C2CC(=O)N(Cc3ccccc3)C2)cc1 (stereo unspecified)	8	-6	7	-3.8	3	-11	4	-10	-1.7
CCN(CC(=O)NCc1ccc(Cl)cc1)C(=O)/C=C/c1ccc(Cl)c([N+](=O)[O-])c1	-4	-2	11	-1.5	-5	-25	2	-15	-2.0
CN(c1ccc(C(=O)NCc2ccc3c(c2)OCO3)cc1)S(=O)(=O)c1ccccc1	-5	1	5	-3.0	3	-14	7	-17	-1.7
Cc1ccc(CNC(=O)CN2C(=O)NC(C)(c3ccc(Cl)cc3)C2=O)cc1 (stereo unspecified)	-12	2	1	-0.5	1	-24	0	-6	-2.0
COc1cc2c(cc1OC)CN(CC(=O)Nc1ccc3c(c1)OCO3)CC2	-3	-15	8	1.4	-3	-6	4	-11	-0.1

Source: PubChem BioAssay (several laboratories)
